# USP2a inh: qHTS Assay for Inhibitors of Ubiquitin-specific Protease USP2a; Ubiquitin carboxyl-terminal hydrolase 2 (Homo sapiens), O75604; USP2a enzymatic assay, qHTS inhibition; Potency, µM (series often up to 38.3 µM), for the others: at the highest dose activity change, negative = inhibition, actives largely listed as inhibitors; actives 0.1% (n = 60,000); AID 927, 2007;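 note: potency is the fitted concentration of half-maximal effect; nearly all actives have a fitted effect of over 60% in size; plate controls were DMSO for no effect and NEM full inhibition control for full effect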
#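 Coupled readout: USP2-cleaved Ub-PLA2 (20nM final) turns over NBD C6-HPC (20uM final), Ex 460nm/Em 535nm after 2.5 h, time-zero read flagging artifacts. Enzyme (20nM final, pH 8.0 Tris) given 30 min RT with compound first; NEM defines full inhibition.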
# Caspase-7 inhib: qHTS Assay for Allosteric/Competitive Inhibitors of Caspase-7; recombinant caspase-7, Ac-DEVD-AFC fluorescence rate; Potency, µM (top dose mostly 57.5 µM), inactives show top-dose activity change, negative = inhibition, most hits filed as inhibitors; actives 0.02% (n = 75,000); P55210; AID 889, 2007; active = well fitted inhibition curve with a large enough effect in the main read-out, with a control signal flat, not every such curve was filed as active; inconclusive = small, poorly fitted or top-dose-only effect, or a change in a side signal; note: potency is the fitted concentration of half-maximal effect; % of control where 0% means no effect
# Rhodamine autofl: qHTS Assay for Spectroscopic Profiling in Rhodamine Spectral Region. Rhodamine-region fluorescence, 547/598 nm, Tris buffer; stronger effect = higher value. max dye-equivalent concentration, M. actives 0.05% (n = 59,000). AID 594, 2007; in the data active = max dye-equivalent concentration above about 11 nM; inconclusive = between about 1.1 nM and that limit
#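 Read-out is relative fluorescence at 547 nm excitation and 598 nm emission, expressed as dye-equivalent concentration using rhodamine standards on every plate. Each compound was profiled across a concentration series after 15 min in 100 mM Tris, pH 8.0.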
# HEK293 cAMP cs: qHTS Assay for Agonists of the Thyroid Stimulating Hormone Receptor: Activators of Intracellular cAMP Concentrations in Parental HEK 293 | parental HEK293 CNG cAMP sensor, membrane potential fluorescence | Potency, µM (series often up to 57.1 µM), inactives show at the highest dose activation, usual class: activators | actives 2.5% (n = 73,000) | AID 938, 2007; note: potency is the fitted concentration of half-maximal effect; % of control where 0% means no effect; nearly all actives have a fitted effect of over 55% in size
#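 Counterscreen for endogenous-receptor signalling: CNG-channel HEK 293 cells report cAMP rise by membrane depolarization. After 60 min dye equilibration with 100 uM RO 20-1724, compounds incubated 30 min before bottom-read fluorescence at 590 nm.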
# TexasRed autofl: qHTS Assay for Spectroscopic Profiling in Texas Red Spectral Region | Compound fluorescence, Texas Red channel, 547/618 nm; stronger effect = higher value | max dye-equivalent concentration, M | actives 0.06% (n = 59,000) | AID 587, 2007; in the data active = max dye-equivalent concentration above about 10 nM; inconclusive = between about 1.1 nM and that limit
#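 qHTS profiling of intrinsic compound fluorescence; 100 mM Tris pH 8.0; 15 min RT; ex 547 / em 618 nm; response expressed as Texas Red dye-equivalent concentration from six-point plate standard.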
# BRCT inh red: qHTS Assay for Inhibitors of BRCT-Phosphoprotein Interaction (Red Fluorophore); Potency, µM (top dose mostly 76.9 µM), for inactives: at the highest dose activity change, negative = inhibition, hits mostly inhibitors; BRCT-phosphopeptide binding, red fluorescence polarization; Breast cancer type 1 susceptibility protein (Homo sapiens), P38398; AID 892, 2007; actives 0.03% (n = 75,000); note: % is set by controls: 0 for no effect and ±100 for the full control effect
#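 Rhodamine-labelled pBACH1 10-mer (100 nM) bound to BRCT domain (100 nM) at pH 7.3; compounds incubated 12 min room temperature, polarization read. Free peptide defines full inhibition; unlabelled decapeptide titrated as control.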
# A350 autofl: qHTS Assay for Spectroscopic Profiling in A350 Spectral Region; max dye-equivalent concentration, M; actives 11% (n = 59,000); Compound autofluorescence, 340/450 nm, Alexa 350 dye-equivalents; stronger effect = higher value; AID 590, 2007; in the data active = max dye-equivalent concentration above about 10 nM; inconclusive = mostly about 1.1 nM to 9.6 nM
# BRCT inh green: qHTS Assay for Inhibitors of BRCT-Phosphoprotein Interaction (Green Fluorophore) | Potency, µM (highest dose often 76.9 µM), inactives show at the top dose activity change, negative = inhibition, hits mostly inhibitors | actives 0.05% (n = 75,000) | BRCA1 BRCT-phosphopeptide binding, green fluorescence polarization;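 note: potency is the fitted concentration of half-maximal effect; plate controls were peptide without protein for full effect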
#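 Compounds were incubated for 12 min at room temperature with a complex of 100 nM fluorescein-tagged pBACH1 decapeptide and 250 nM His-tagged BRCT protein. Buffer was phosphate pH 7.3 with EDTA, DTT and Tween 20. Disruption of binding lowers the polarization signal.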
# 4-MU autofl: qHTS Assay for Spectroscopic Profiling in 4-MU Spectral Region. compound autofluorescence, 340/450 nm, 4-MU equivalents; stronger effect = higher value. max dye-equivalent concentration, M. actives 11% (n = 59,000); in the data active = max dye-equivalent concentration above about 10 nM; inconclusive = mostly about 1.1 nM to 9.6 nM
#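 Compounds in 100 mM Tris, pH 8.0, incubated 15 min at room temperature, then fluorescence read at 340 nm excitation/450 nm emission. Signal converted to 4-MU dye-equivalent concentration using an on-plate six-point 4-MU standard curve.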
# Fluorescein fluor: qHTS Assay for Spectroscopic Profiling in Fluorescein Spectral Region | AID 593, 2007 | max fluorescein-equivalent concentration, M | Compound autofluorescence, 480/540 nm, fluorescein-equivalent; stronger effect = higher value | actives 0.91% (n = 59,000); in the data active = max fluorescein-equivalent concentration above about 10 nM; inconclusive = between about 1.1 nM and that limit
#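 Each compound is tested across a concentration series in 100 mM Tris buffer at pH 8.0. After 15 min at room temperature, plates are imaged with 480 nm excitation and 540 nm emission filters, and intensities are converted to fluorescein-equivalent values.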
# Casp1 inh: qHTS Assay for Allosteric/Competitive Inhibitors of Caspase-1. P29466. Caspase-1 enzyme, Ac-WEHD-AFC fluorogenic rate. Potency, µM (doses to about 57.5 µM), inactives show at the top dose activity change, negative = inhibition, most hits filed as inhibitors. actives 0.03% (n = 75,000). AID 900, 2007;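 note: potency is the fitted concentration of half-maximal effect; plate controls were vehicle for no effect and no substrate for full effect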
# * = called active by the depositor; i = inactive; ? = inconclusive; . = no result given; [ ] = remark or other dose. Unless noted, calls come from the whole dose curve; as a rule, active = well fitted curve in the direction sought with a large enough effect; inconclusive = small, poorly fitted or top-dose-only effect, or another doubt; inactive = no such curve, though single readings can be large; an effect the other way counts as inactive or inconclusive.
SMILES,USP2a inh,Caspase-7 inhib,Rhodamine autofl,HEK293 cAMP cs,TexasRed autofl,BRCT inh red,A350 autofl,BRCT inh green,4-MU autofl,Fluorescein fluor,Casp1 inh
CC(=O)OC[C@H]1O[C@@H](n2ccc(=O)[nH]c2=S)C(OC(C)=O)C1OC(C)=O (stereo partly specified),-1%,0%,i,-1%,i,1.0%,8.6e-08M*,-2.3%,8.4e-08M*,?,0%
CC(C)=CC(=O)OCC(=O)Nc1ccccc1Cl,-10%,0%,i,23%,i,-0.2%,i,-3.1%,i,i,0%
CCOC(=O)CC(=O)CSc1nc2ccc(C)cc2cc1C#N,.,-11%,i,5%,i,0.0%,?,23%,i,?,?
Cc1sc2nc(SCC(=O)NCc3ccco3)n(C)c(=O)c2c1C,0%,0%,.,7%,.,-0.3%,.,-1.2%,.,.,-2%
COCCNC(=O)CSc1nc2ccc(N3CCOCC3)cc2c(=O)n1CCc1ccccc1,23%,-24%,i,3%,i,-0.4%,4.5e-08M*,-2.3%,3.7e-08M*,?,?
O=C(CC(=O)c1ccccc1O)c1cccc(F)c1,.,-1%,.,6%,.,-3.3%,.,-2.8%,.,.,-2%
Nc1nc(O)c2ncn([C@H]3CC[C@@H](CO)O3)c2n1,0%,-1%,.,.,.,1.6%,.,-0.1%,.,.,-1%
O=C(CSc1nnnn1-c1cccc2ccccc12)N1CCOCC1,7%,0%,i,5%,i,-1.0%,i,0.2%,i,?,-1%
O=C1CCC(C(=O)NC2(C(=O)NC3CCCCC3)CCCCC2)N1 (stereo unspecified),5%,1%,i,6%,i,0.6%,i,0.6%,i,i,-6%
Cc1sc2ncn3c(C)nnc3c2c1C,-3%,-1%,i,-1%,i,-2.1%,i,-3.0%,i,?,-1%
O=C(O)C1CCCCC1C(=O)Nc1ccc(Cl)cc1Cl (stereo unspecified),-5%,5%,i,11%,i,1.9%,i,-3.2%,i,i,-1%
O=C(Cn1cnc2c(nnn2Cc2ccccc2)c1=O)NCC1CCCO1 (stereo unspecified),.,3%,.,5%,.,-0.2%,.,-1.2%,.,.,1%
Cc1cc(NC(=O)c2cccc(COc3ccc(Br)cc3)c2)no1,.,-1%,.,?,.,-2.0%,.,-0.1%,.,.,-8%
N#Cc1nc(Cc2ccccc2)oc1N1CCN(c2ccccc2)CC1,-21%,-3%,i,?,i,-0.2%,i,-2.8%,i,?,-3%
CCOC(=O)CSC1=C(C#N)C(C)C2=C(CCCC2=O)N1 (stereo unspecified),-1%,-10%,i,3%,i,-1.8%,5.4e-08M*,-1.4%,6.5e-08M*,i,-12%
CCOc1ccc(-c2nnc3n2N=C(c2ccc(OC)cc2)CS3)cc1,.,-2%,.,4%,.,-1.5%,.,-0.5%,.,.,-2%
O=C(NCc1ccccn1)C1CCC(=O)N1C1CCCC1 (stereo unspecified),.,-1%,.,3%,.,-1.0%,.,-10%,.,.,-1%
O=C(C1CCN(c2nnc(N3CCCC3=O)s2)CC1)N1CCN(Cc2ccc3c(c2)OCO3)CC1,49%[activator],0%,i,?,i,0.1%,i,0.1%,i,i,4%
O=C(CN1C(=O)CCC1=O)Nc1nc(-c2ccccn2)cs1,.,1%,.,14%,.,0.4%,.,-1.2%,.,.,-2%
COC(=O)CC1=Nc2ccccc2NC(=O)C1,2%,0%,i,0%,i,0.2%,i,0.1%,i,i,-1%
COC(=O)C(C(=O)OC)C1O[C@@]23COCCC2(C)C3c2ccccc21 (stereo partly specified),.,-1%[11.5 µM],.,9%[11.4 µM],.,1.5%[15.4 µM],.,-3.3%[15.4 µM],.,.,-1%[11.5 µM]
CC(C)[C@H](NC(=O)Nc1ccc2c(c1)OCCO2)C(=O)O,-4%,-1%,i,10%,i,0.0%,i,1.1%,i,i,1%
Cc1cnc(CNc2ccnc(-c3cccc(C#N)c3)n2)cn1,15%,-2%,i,7%,i,-4.3%,i,1.6%,i,i,-2%
CCCN(c1ccc(OCC)cc1)c1ncnc2nc[nH]c12,.,1%,.,?,.,-2.3%,.,-0.3%,.,.,-3%
COc1ccc(C(C)=O)cc1COC(=O)c1cc(C)oc1C,1%,-2%,i,25µM*,i,-0.7%,i,1.0%,i,i,-3%
CC(=O)N(C(C)=O)c1ncc2c([nH]c3ccccc32)c1C#N,-9%,1%,.,25µM*,.,0.1%,.,2.1%,.,.,-1%
O=C(NCc1ccccc1)N1CCC(c2nc3ccccc3[nH]2)CC1,0%,-1%,i,-6%,i,-0.5%,i,-0.8%,i,i,-1%
CCCOc1ccccc1C1NC(=O)NC(C)=C1C(=O)OCCOC(C)C (stereo unspecified),7%[7.66 µM],0%,.,9%[11.4 µM],.,-0.2%,.,-1.0%,.,.,0%
Cc1noc(C)c1COC(=O)COc1ccc2c(C)cc(=O)oc2c1,2%,-2%,i,-12%,i,-0.6%,1.6e-08M*,-0.4%,1.6e-08M*,i,1%
C[N+](C)(C)c1ccc([C@H](N)C(=O)O)cc1,.,1%[11.5 µM],i,3%[11.4 µM],i,1.5%[15.4 µM],i,0.9%[15.4 µM],i,i,1%[11.5 µM]
Cc1ccc2c(NC(=O)C3CC3)c(C)ccc2n1,-2%,0%,i,-2%,i,-2.5%,i,-1.4%,i,i,-2%
CN1C(=O)C2(NCCc3c2[nH]c2ccccc32)c2ccccc21 (stereo unspecified),-7%,0%,i,1%,?,0.7%,i,-5.7%,i,?,-1%
COC(=O)c1sccc1NC(=O)c1ccc(Br)o1,7%[7.66 µM],-2%,.,4µM*,.,-0.5%,.,-0.2%,.,.,-13%
Cc1ccccc1C=O,.,-1%,.,-23%,.,1.2%,.,-1.2%,.,.,-3%
O=C(Cn1cnc2ccccc2c1=O)NCCC(=O)Nc1ccc2c(c1)OCCO2,1%,2%,i,3%,?,-0.3%,i,-0.8%,i,i,0%
O=C(Nc1ccc(N2CCCCC2)cc1)c1cncc(Br)c1,7%,-1%,.,-11%,.,-1.6%,.,-0.4%,.,.,-1%
COc1ccccc1N1CCN(CC(=O)c2ccc3ccn(C(C)=O)c3c2)CC1,.,-1%,.,6%,.,0.3%,.,0.2%,.,.,-6%
COc1ccc(CN(C)C2CCCCC2)cc1,1%,0%,.,21%,.,-0.6%,.,-3.6%,.,.,-2%
O=C(C1CCN(c2nnc(-n3cccc3)s2)CC1)N1CCc2ccccc2C1,.,0%,.,?,.,0.3%,.,-1.4%,.,.,0%
N=c1n(Cc2ccccc2)c2ccccc2n1CC(O)c1ccccc1 (stereo unspecified),2%,-1%,i,13%,i,0.9%,i,-2.1%,i,i,-1%
COc1ccc(COC(=O)N/N=C2/C[C@@H](O)[C@@H](O)[C@@H]3[C@@H]4C(=O)N([C@@H](C)c5ccccc5)C(=O)[C@H]4CC[C@H]23)cc1,.,3%[11.5 µM],.,2%[11.4 µM],.,-0.5%[15.4 µM],.,-2.7%[15.4 µM],.,.,-3%[11.5 µM]
O=C(NCCc1ccc(Cl)cc1)c1nnc(Cc2ccc(Cl)cc2)o1,.,0%,.,1%,.,0.6%,.,-2.2%,.,.,3%
CCN1C(=O)CC(N2CCC(C(=O)N3CCOCC3)CC2)C1=O (stereo unspecified),-5%,0%,i,5%,i,-2.6%,i,-3.2%,i,i,0%
Cc1ccc2[nH]c3c(N4CCOCC4)ncnc3c2c1,.,.,i,.,?,.,2.7e-07M*,.,2.4e-07M*,i,.
CCCc1cc(=O)n2[nH]c(CCc3ccccc3)nc2n1,0%,0%,i,2%,i,-0.7%,?,-1.3%,i,i,0%
Nn1c(SCC(=O)NC(=O)NC2CCCC2)nnc1-c1ccccc1F,3%,3%,i,18%,i,1.0%,i,2.4%,i,i,-3%
CCn1cc(C(=O)NCc2ccc3c(c2)OCO3)c(=O)c2cc(F)c(N3CCN(C)CC3)cc21,53%[activator],1%,i,-3%,i,-1.4%,?,1.6%,?,?,-1%
O=C(NCc1ccco1)C(c1ccccc1)N(Cc1cccnc1)C(=O)Cn1nnc2ccccc21 (stereo unspecified),.,3%,i,27%,i,-0.2%,i,-2.1%,i,i,1%
Cc1cc(Cl)ccc1OCC(=O)N1CCCCC1,2%,-1%,i,30%,i,-2.4%,i,1.2%,i,i,-2%
Cc1csc(NC(=O)c2cnc3ccccn3c2=O)n1,.,1%,.,-1%,.,-2.1%,.,-1.3%,.,.,-3%
COC(=O)c1ccccc1N(Cc1ccccc1)S(C)(=O)=O,5%,-5%,.,7%,.,0.4%,.,-0.9%,.,.,-2%

# Bioassay records as filed in PubChem.

# These rows are one share of the data; count on the stated rates, not on these rows.
